# TWEAK Fn14 block: inhibitors of TWEAK-Fn14 signaling, primary screen, luciferase reporter cells, uHTS. TWEAK-stimulated Fn14 reporter cells, luciferase luminescence, 8 h. inhibition, % at 10 µM. hit rate 2% among 360,000. AID 1159606, 2016; in the data active = inhibition above about 50%
# CF NFkB inh: inhibitors of PAF-induced NF-kB signaling, primary screen, cell-based, GFP fluorescence, uHTS; KKLEB NF-kB-GFP reporter, GFP fluorescence overnight; inhibition, % at 5 µM; hit rate 0.86% among 360,000;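 active = at least 50% inhibition at 5 µM, scaled per plate between neutral and stimulator controls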;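 also: PAF is a Pseudomonas aeruginosa culture filtrate used as stimulus; plate controls were PAF-stimulated DMSO wells for no effect and unstimulated DMSO wells for full effect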
# SRC3 inh: SRC3 coactivator transcriptional activity inhibitors, primary screen, cell-based, luminescence; hit rate 0.17% among 360,000; AID 588352, 2011; inhibition, % at 3.6 µM; Nuclear receptor coactivator 3 (Homo sapiens), Q9Y6Q9; HEK293 GAL4-SRC3 luciferase reporter;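 active = inhibition above a per-campaign cutoff, the mean of all compounds plus 3 SD, cut at about 60% in these data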;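 also: 0% = DMSO-treated cells and 100% = gossypol-treated cells at 36 µM; higher means less SRC3-driven luciferase light from the GAL4 reporter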
# C8 TRAIL sens: viability loss with TRAIL in NB7+C8 cells, primary screen, TRAIL sensitizer project, cell-based, ATPlite luminescence. hit rate 1% among 360,000. inhibition (viability loss, TRAIL sensitization), % at 10 µM;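 active = compounds causing at least 50% loss of cell viability in the single-dose screen, relative to plate controls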
# LRH-1 inv ag: LRH-1 (NR5A2) inverse agonists, primary screen, cell-based, luminescence, HEK293T, StAR-luciferase reporter; inhibition, % at 3.6 µM; AID 602396, 2012; LRH-1 transfected, 24 h; hit rate 0.13% among 360,000;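 active = inhibition above the mean inhibition of all tested compounds plus 3 SD, cut at about 73% in these data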;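 also: 0% = DMSO wells and 100% = reporter-only cells lacking LRH-1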
# Target sequence (O00482 whole entry, looked up): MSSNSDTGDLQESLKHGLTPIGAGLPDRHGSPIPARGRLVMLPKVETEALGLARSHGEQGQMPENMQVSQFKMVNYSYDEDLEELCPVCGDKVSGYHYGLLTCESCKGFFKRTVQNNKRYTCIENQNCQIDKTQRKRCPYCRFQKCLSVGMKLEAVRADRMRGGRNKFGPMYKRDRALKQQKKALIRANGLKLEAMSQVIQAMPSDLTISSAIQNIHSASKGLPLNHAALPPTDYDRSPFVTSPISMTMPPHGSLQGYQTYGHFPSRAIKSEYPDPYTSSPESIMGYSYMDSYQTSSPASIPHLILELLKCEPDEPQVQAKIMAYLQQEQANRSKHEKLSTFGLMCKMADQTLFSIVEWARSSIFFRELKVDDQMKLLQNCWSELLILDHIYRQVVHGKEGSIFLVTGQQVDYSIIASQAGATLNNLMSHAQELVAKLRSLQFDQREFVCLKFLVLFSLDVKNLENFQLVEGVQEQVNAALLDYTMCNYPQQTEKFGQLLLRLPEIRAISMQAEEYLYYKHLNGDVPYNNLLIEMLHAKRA
# TROY signal inh: inhibitors of TROY-driven NF-kB signaling, primary screen, Q293 LMP1-TROYcd cells, NF-kB luciferase, uHTS | Q293 LMP1-TROYcd NF-kB luciferase reporter, 4 h | inhibition, % at 10 µM | hit rate 0.98% among 360,000;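 active = compounds whose plate-normalised and pattern-corrected inhibition of the luciferase reporter signal at the single screening dose is 50% or more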
# SRC1 inh: SRC1 coactivator transcriptional activity inhibitors, primary screen, cell-based, luminescence; Nuclear receptor coactivator 1 (Homo sapiens), Q15788; AID 588354, 2011; hit rate 0.12% among 360,000; HEK293 GAL4-SRC1 luciferase reporter; inhibition, % at 3.6 µM;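 active = inhibition above the campaign mean plus 3 SD, with each screening campaign given its own cutoff, cut at about 60% in these data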;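 also: 0% = DMSO treated cells and 100% = gossypol at 36 µM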
# SRC2 inh: inhibition of GAL4-SRC2 driven luciferase reporter, primary screen, SRC2 inhibitor project, cell-based, luminescence; Nuclear receptor coactivator 2 (Homo sapiens), Q15596; HEK293 GAL4-SRC2 luciferase reporter; inhibition, % at 9 µM; hit rate 0.17% among 370,000; AID 651957, 2012;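 active = inhibition above the mean inhibition of all tested compounds plus 3 SD, set per campaign, cut at about 52% in these data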;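 also: 0% = DMSO treated cells and 100% = cells given Gossypol at 36 µM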
# KKLEB cytotox: cytotoxicity in KKLEB CF airway cells, primary screen, cytotoxicity control for CF NF-kB inhibitor project, cell-based, uHTS, fluorescence assay plates; KKLEB CF airway cells viability, ATPlite luminescence, overnight; hits give low values; cells stimulated with P. aeruginosa culture filtrate; hit rate 0.36% among 360,000; activity change (cytotoxicity), % at 5 µM;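 active = corrected activity change at or below -50% at 5 µM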
# LMP1 NFkB inh: EBV LMP1-driven NF-kappaB luciferase reporter inhibitors, primary screen, cell-based, luminescence, single point. inhibition, % at 12.5 µM. hit rate 0.69% among 350,000. LMP1-induced NF-kappaB luciferase reporter cells; in the data active = inhibition above about 41%;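 also: 0% = neutral control wells and 100% = reference inhibitor control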
# COUP-TFII inh: NR2F2 transcriptional activity inhibitors, primary screen, cell-based, luciferase reporter, HEK293T, luminescence; COUP transcription factor 2 (Homo sapiens), P24468; HEK293T NGFI-A luciferase reporter; inhibition, % at 8.6 µM; hit rate 0.7% among 370,000;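 active = inhibition above a per-plate cutoff, mean inhibition of test wells between control levels plus 3 SD, cut at about 38% in these data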;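 also: cells cotransfected with COUP-TFII expression vector driving the NGFI-A reporter; 0% = median of COUP-TF2 test wells and 100% = reporter-only cells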
# Starred values were filed as active, the others as inactive; nt = not tested or not shown.
(1) Cn1c(=O)c2c(nc(SCCN3CCOCC3)n2Cc2ccccc2)n(C)c1=O
(2) C[C@@H]1CN([C@H](C)CO)C(=O)c2cc(NS(=O)(=O)c3cn(C)cn3)ccc2O[C@H]1CN(C)C(=O)Nc1ccccc1
(3) CC(C)c1ccc(NC(=O)C2C3C=CC4(O3)C2C(=O)N(CCCN2CCOCC2)C4C(=O)NC2CCCCC2)cc1 (configuration not stated)
(4) COc1cc2c(cc1OC)C(C)N(C(=O)c1cc3ccccc3o1)CC2 (configuration not stated)
(5) O=C(CCn1c(=O)[nH]c2ccsc2c1=O)NCc1ccc(F)cc1
(6) O=C(Nc1cccc(Cl)c1Cl)c1ccccc1NC(=O)C1CC=CCC1C(=O)O (configuration not stated)
(7) COc1ccc(N(C)S(=O)(=O)c2cccc3cccnc23)c(OC)c1
(8) O=C(NCCCN1CCCC1=O)NC1CCCCC1
assay / compound	1	2	3	4	5	6	7	8
TWEAK Fn14 block	5	-2	14	-23	-27	9	30	-7
CF NFkB inh	-6	5	-2	30	-5	11	15	5
SRC3 inh	-15	23	-23	17	14	-10	6	-3
C8 TRAIL sens	-7	-8	-6	20	10	-1	-14	-14
LRH-1 inv ag	2	-20	-6	2	-5	-12	14	-12
TROY signal inh	3	-22	-5	-44	13	-57	6	11
SRC1 inh	-3	-14	-20	27	-1	10	-24	-15
SRC2 inh	-7	-4	3	-3	21	-51	0	0
KKLEB cytotox	2	1	-17	-15	0	0	-15	0
LMP1 NFkB inh	3	-1	-2	5	0	2	5	-4
COUP-TFII inh	5	-2	5	16	-13	-2	-5	0

# Record cards, as listed above. Order of values: TWEAK Fn14 block	CF NFkB inh	SRC3 inh	C8 TRAIL sens	LRH-1 inv ag	TROY signal inh	SRC1 inh	SRC2 inh	KKLEB cytotox	LMP1 NFkB inh	COUP-TFII inh
# `C[C@@H]1CN([C@H](C)CO)C(=O)c2cc(NS(=O)(=O)c3cn(C)cn3)ccc2O[C@H]1CN(C)C(=O)Nc1ccccc1` is entered as -2	5	23	-8	-20	-22	-14	-4	1	-1	-2
# `O=C(Nc1cccc(Cl)c1Cl)c1ccccc1NC(=O)C1CC=CCC1C(=O)O` (configuration not stated) is entered as 9	11	-10	-1	-12	-57	10	-51	0	2	-2
# `O=C(CCn1c(=O)[nH]c2ccsc2c1=O)NCc1ccc(F)cc1` is entered as -27	-5	14	10	-5	13	-1	21	0	0	-13
# `COc1ccc(N(C)S(=O)(=O)c2cccc3cccnc23)c(OC)c1` is entered as 30	15	6	-14	14	6	-24	0	-15	5	-5
# `Cn1c(=O)c2c(nc(SCCN3CCOCC3)n2Cc2ccccc2)n(C)c1=O` is entered as 5	-6	-15	-7	2	3	-3	-7	2	3	5

# The list goes on.
(9) NC(=O)C1CCN(c2nc(-c3ccc4ccccc4c3)cs2)CC1
(10) S=c1[nH]nc(Nc2cccc3ccccc23)s1
(11) O=C(C(c1ccccc1)C(O)(c1ccccc1)c1ccccc1)N1CCOCC1 (configuration not stated)
(12) Clc1cccc(-c2cccc3nccn23)c1Cl
(13) NC(=O)c1cc2ccccc2o/c1=N/NC(=O)c1cccc(F)c1
(14) O=C(OC(C(=O)NC1CCCC1)c1ccccn1)c1cccs1 (configuration not stated)
(15) O=C1CN(C(=S)NC(=O)c2ccccc2[N+](=O)[O-])CCN1
(16) CCOc1ccccc1N1CCN(c2nc3ccccc3nc2C(C#N)C(=O)OC)CC1 (configuration not stated)
assay / compound	9	10	11	12	13	14	15	16
TWEAK Fn14 block	-9	-7	20	29	-21	-3	8	39
CF NFkB inh	-6	4	6	15	-21	-10	-17	90*
SRC3 inh	-4	-14	-12	12	-8	2	8	2
C8 TRAIL sens	-1	-13	2	-14	6	-1	-5	7
LRH-1 inv ag	9	-31	5	-9	2	-17	19	5
TROY signal inh	8	-8	18	27	-12	10	-24	11
SRC1 inh	-32	-36	-6	-2	-7	-21	-16	-1
SRC2 inh	-37	1	16	1	11	21	-38	-12
KKLEB cytotox	-1	-2	4	1	17	0	10	-7
LMP1 NFkB inh	-19	2	39	nt	2	0	4	-1
COUP-TFII inh	-16	-17	-2	11	22	-8	22	12

(17) COc1cccc2c(=O)c3ccoc3n(C)c12
(18) COc1cc(CCC(=O)N2CCN(S(=O)(=O)c3ccc(C)c(C)c3)CC2)cc(OC)c1OC
(19) CN(C)c1ccc(NC(=O)CSc2nc3ccccc3c(=O)n2CC2CCCO2)cc1 (configuration not stated)
(20) COc1ccc([N+](=O)[O-])cc1NC(=O)C(C)OC(=O)CSC(C)C(=O)Nc1cc(C)on1 (configuration not stated)
(21) OCCN1CCN(CCCN2c3ccccc3Sc3ccc(C(F)(F)F)cc32)CC1
(22) O=C(NCCc1ccco1)C(=O)NCC1OCCCN1S(=O)(=O)c1ccc(Cl)cc1 (configuration not stated)
(23) CCOC(=O)Cc1csc(NC(=O)c2ccc(S(=O)(=O)N(CCOC)CCOC)cc2)n1
(24) CC(NCC(=O)Nc1ccccc1C(=O)NC1CC1)c1ccc(F)cc1F (configuration not stated)
assay / compound	17	18	19	20	21	22	23	24
TWEAK Fn14 block	-1	7	0	-11	-15	-3	7	-13
CF NFkB inh	5	-5	10	-23	18	-19	8	16
SRC3 inh	-16	6	-16	-10	-1	12	11	-11
C8 TRAIL sens	8	3	16	-22	4	-11	3	10
LRH-1 inv ag	-7	15	14	-41	-5	-4	-1	-4
TROY signal inh	8	-4	-12	0	8	-2	5	-20
SRC1 inh	14	8	9	-1	3	-8	2	7
SRC2 inh	-5	nt	0	0	2	-11	4	6
KKLEB cytotox	2	9	-3	8	-17	12	2	-5
LMP1 NFkB inh	-7	0	4	2	-9	-9	5	0
COUP-TFII inh	-19	nt	12	5	9	2	-3	19

# Compounds were not picked by outcome. Share with any hit: about 4.2%.
